# GPR7 antagonist: GPR7 receptor antagonists, primary screen, cell-based, fluorescence, single concentration | Neuropeptides B/W receptor type 1 (Homo sapiens), P48145 | GPR7-expressing cells, fluorescence antagonist assay | inhibition, % at 4.4 µM | 290,000 compounds, 1.1% hits; in the data active = inhibition above about 16%, passing the limit was not always enough;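 also: cells stimulated with the agonist NPW; 0% = agonist with vehicle and 100% = vehicle without agonist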
# Target sequence (P48145 whole entry, looked up): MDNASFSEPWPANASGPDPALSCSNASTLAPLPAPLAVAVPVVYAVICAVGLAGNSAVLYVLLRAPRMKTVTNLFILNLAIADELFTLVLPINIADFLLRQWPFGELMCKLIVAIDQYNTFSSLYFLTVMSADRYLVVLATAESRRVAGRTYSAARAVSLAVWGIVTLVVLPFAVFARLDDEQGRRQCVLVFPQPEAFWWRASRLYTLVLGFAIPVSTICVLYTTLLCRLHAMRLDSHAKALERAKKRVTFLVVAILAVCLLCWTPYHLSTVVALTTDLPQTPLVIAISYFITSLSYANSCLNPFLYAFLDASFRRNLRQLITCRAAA
# V1aR counter: agonists of human V1a receptor, primary screen, counter-screen for OXTR agonist project, fluorescence, CHO-V1R cells | 320,000 compounds, 0.25% hits | activation, % at 3 µM | AID 2797, 2010 | Fluo-8 calcium fluorescence, agonist mode; 0% DMSO, 100% 3 nM vasopressin;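 active = activation above the mean activation of all tested compounds plus 3 SD, per screening run, cut at about 20% in these data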;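 also: signal is peak over basal fluorescence ratio across a 100 second FLIPR read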
# Target sequence (P37288 whole entry, looked up): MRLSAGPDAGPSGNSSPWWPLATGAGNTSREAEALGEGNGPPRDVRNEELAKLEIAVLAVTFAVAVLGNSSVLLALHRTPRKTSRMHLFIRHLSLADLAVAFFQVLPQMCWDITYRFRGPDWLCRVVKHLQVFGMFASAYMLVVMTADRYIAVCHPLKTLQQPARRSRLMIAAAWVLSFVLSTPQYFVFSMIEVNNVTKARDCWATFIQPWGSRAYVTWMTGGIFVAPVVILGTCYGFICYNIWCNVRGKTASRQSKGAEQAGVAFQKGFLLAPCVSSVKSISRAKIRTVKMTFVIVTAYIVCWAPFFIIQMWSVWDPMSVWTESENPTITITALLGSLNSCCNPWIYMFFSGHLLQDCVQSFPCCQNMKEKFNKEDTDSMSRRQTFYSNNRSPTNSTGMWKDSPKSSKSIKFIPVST
# MEKK2 mut-MEK5: MEK5 binding signal on mutant MEKK2 PB1, primary screen, biochemical, multiplex bead flow cytometry, Alexa488-MEK5; percent response, % at 10 µM; 290,000 compounds, 0.35% hits; AID 1530, 2009; Alexa488-MEK5 binding to MEKK2 mutant; in the data active = percent response above about 24%, passing the limit was not always enough; also: inactives centre near 1; some results filed as inactive read as strong as hits; reference of the scale not given here
# MEKK2wt PB1 HTS: modulators of MEK5 binding to wildtype MEKK2, primary screen, biochemical, multiplex bead flow cytometry, Alexa488-MEK5. Alexa488-MEK5 binding to MEKK2 WT; actives lie on both sides. binding response (% of control), % at 10 µM. Mitogen-activated protein kinase kinase kinase 2 (Homo sapiens), Q9Y2U5. AID 1531, 2009. 290,000 compounds, 1.1% hits; in the data active = binding response below about 67% or above about 130%
# PHOSPHO1 block: PubChem AID 1565. recombinant PHOSPHO1, absorbance phosphatase assay. inhibition, % at 13.3 µM. 290,000 compounds, 1.1% hits; in the data active = inhibition above about 60%
# Target sequence (Q8TCT1 whole entry, looked up): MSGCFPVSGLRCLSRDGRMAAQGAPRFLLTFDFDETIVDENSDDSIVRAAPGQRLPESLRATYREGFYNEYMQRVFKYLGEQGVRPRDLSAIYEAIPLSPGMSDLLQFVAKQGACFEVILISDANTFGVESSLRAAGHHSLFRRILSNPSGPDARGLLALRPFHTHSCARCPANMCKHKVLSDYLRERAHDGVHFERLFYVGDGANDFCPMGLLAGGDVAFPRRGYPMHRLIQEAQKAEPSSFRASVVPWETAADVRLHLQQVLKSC
# MEKK3 PB1 HTS: modulators of MEKK3-MEK5 PB1 binding, primary screen, biochemical, wildtype MEKK3, multiplex bead flow cytometry, Alexa488-MEK5 | Mitogen-activated protein kinase kinase kinase 3 (Homo sapiens), Q99759 | bead-based flow cytometry, Alexa488-MEK5 binding to MEKK3; actives lie on both sides; 0 = blocked by unlabeled MEK5, 100 = vehicle | binding response (% of control), % at 10 µM | 290,000 compounds, 1.4% hits | AID 1529, 2009;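 active = binding response more than 3 SD above or below the average of its plate-row segment, actives on both sides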;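 also: Alexa488 bead fluorescence after subtracting the streptavidin-only scavenger bead signal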
# GalR3 antag: GalR3 antagonists in HEK293 cells, primary screen, cell-based, fluorescence readout | Galanin receptor type 3 (Homo sapiens), O60755 | 360,000 compounds, 0.44% hits | HEK293 GalR3-CNG cAMP membrane potential fluorescence; galR3 body fused to GalR1 C-terminus | inhibition, % at 3 µM;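 active = inhibition above the screen-wide average plus 3 SD, cut at about 13% in these data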;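 also: forskolin and galanin both at EC90 stimulate the cells; cAMP rise reported by CNG channel membrane potential dye signal; 0% = forskolin plus galanin with DMSO and 100% = forskolin alone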
# NALP1 yeast inh: NALP1 inflammasome inhibitors in reconstituted yeast, colorimetric, S. cerevisiae, triplicate retest. S. cerevisiae NALP1/ASC/caspase-1 growth, X-gal OD620, 72 h. inhibition, % at 10 µM. 280,000 compounds, 0.61% hits. AID 2071, 2009; in the data active = inhibition mostly above about 24%, no sharp cut-off; inactive = mostly below about 32%; also: some compounds called inactive have numbers as strong as hits
# OXTR ag: human OXTR agonists, primary screen, fluorescence, CHO-OTR cells, Fluo-8 calcium; Oxytocin receptor (Homo sapiens), P30559; Fluo-8 calcium fluorescence; normalized: DMSO 0%, oxytocin 100%; activation, % at 3 µM; 320,000 compounds, 0.32% hits; AID 2435, 2010;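 active = activation above the mean of all tested compounds plus 3 SD, cutoff set per screening run, cut at about 20% in these data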;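 also: peak over basal fluorescence ratio from a 100 s FLIPR kinetic read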
# The depositor's hits bear a star; . = not tested or not shown.
SMILES,GPR7 antagonist,V1aR counter,MEKK2 mut-MEK5,MEKK2wt PB1 HTS,PHOSPHO1 block,MEKK3 PB1 HTS,GalR3 antag,NALP1 yeast inh,OXTR ag
Cc1ccc2nc(-c3ccc(S(=O)(=O)N4CCOCC4)cc3)cn2c1,-3,.,2,107,-44,111,.,2,.
COc1ccc2oc(-c3ccc(C)c(NC(=O)CSc4ccc(Cl)cc4)c3)nc2c1,6,-0.1,3,100,1,101,.,12,0.4
COc1ccc(CCNC(=O)CS(=O)(=O)c2cn(CC(=O)N(C(C)C)C(C)C)c3ccccc23)cc1OC,-14,0.1,7,110,42,104,1,7,-0.4
O=C(CCS(=O)(=O)Cc1ccccc1)Nc1ccc2c(c1)OCCO2,-8,0.2,-2,97,42,93,-2,16,0.7
Cc1nc(Cl)c(C(=O)Nc2cccc(F)c2)c(C)c1Cl,-16,-0.4,-12,85,23,93,1,-8,-2.2
O=C(CCC1CCCC1)NC1CCCCC1,-3,-0.7,20,103,-9,102,1,6,-0.6
CN(C)CC(=O)Nc1cc(C(F)(F)F)ccc1Cl,-5,-0.7,-2,100,4,99,3,24,1.2
COc1ccc(OC)c(-c2csc(NC(=O)C3=NN(c4ccccc4)C(=O)CC3)n2)c1,-22,-1.1,1,110,36,110,-3,18,-1.7
Cc1cccc(C(=O)Nc2nnc(SCC(=O)Nc3ccc4c(c3)oc3ccccc34)s2)c1,-7,1.0,1,105,5,103,-2,21,-1.0
CCc1ccccc1NC(=O)CC(NCc1ccccc1)C(=O)O (configuration not stated),-2,-0.3,4,101,36,101,-7,2,0.1
COc1ccc(/C=C/C(=O)Nc2nc(C)cc(C)n2)cc1OC,-7,0.2,-1,96,-3,104,-1,18,-0.3
c1ccc(Cn2nnnc2C(c2cccnc2)N2CCN(c3ccccc3)CC2)cc1 (configuration not stated),-11,0.9,-4,97,16,91,-1,22,5.4
COc1cccc(C(=O)c2c(C)c(CCC#N)n3ccccc23)c1,12,-0.1,-4,94,26,99,-3,-2,-2.2
COCCCN1C(=O)C(=O)/C(=C(/O)c2ccc(S(=O)(=O)N3CCOCC3)cc2)C1c1ccc(Cl)cc1 (configuration not stated),-1,0.3,0,101,-31,99,3,4,-0.2
COc1ccc(NC(=O)C2CCCN2C(=O)Nc2ccc(OC)cc2)cc1 (configuration not stated),-14,.,1,96,10,97,-8,10,.
COc1ccc2nc(NC(=O)CSc3nnc(-c4ccoc4C)n3C)sc2c1,0,4.3,6,113,21,105,-2,4,5.9
Cc1cc(C)c(OCC(=O)N(C)CC(=O)Nc2ccc(N3CCOCC3)cc2)c(C)c1,-25,-1.1,8,105,52,99,0,-2,-0.7
O=C(/C=C/c1ccccc1)NCCc1nc2ccccc2[nH]1,-22,2.9,4,101,-4,102,-1,-2,-0.7
Cn1c(=O)c2c(nc(Oc3ccc4c(c3)OCO4)n2Cc2ccc(Br)cc2)n(C)c1=O,-13,0.2,-1,98,42,98,.,-1,0.8
Cc1ccc(N2N=C(c3ccc(Br)cc3)CCC2=O)cc1,-12,-1.8,-1,95,23,95,-6,32,-2.4
Cc1cc(=O)n2nc(N3CCC(C(=O)NCc4ccc(F)cc4)CC3)sc2n1,-2,0.8,-2,97,21,94,2,2,-0.6
COc1ccc(C)cc1NC(=O)COC(=O)c1ccc([N+](=O)[O-])o1,8,1.2,-2,92,-10,97,-2,-1,-0.5
O=C(CCn1cccc1)NCCc1ccc(Cl)cc1,0,-0.2,1,101,-6,101,-1,7,0.6
CCn1c(=O)n(CC)c2cc(N3CCCC3)c(NC(=O)c3c(F)cccc3F)cc21,-12,-1.2,6,105,29,102,1,0,-2.3
CCC(C)NC(=O)N[C@@H](CCSC)C(=O)OC (some centres not stated),-1,-0.5,6,103,25,109,-4,28,-0.4
Cc1nc2oc3c(NCC4CCCO4)ncnc3c2c2c1COC(C)(C)C2 (configuration not stated),-14,0.4,2,99,20,105,-4,-15,-0.1
CCn1c(SCC(=O)NC2CCCCC2)nnc1-c1cccs1,-6,1.0,3,103,12,99,-7,-10,-1.5
CCN(CC)CCCC(C)NC(=O)c1cccc(S(=O)(=O)N2CCc3ccccc32)c1 (configuration not stated),-8,-0.1,-1,119,-4,108,2,22,-0.4
O=C(Nc1ccc2c(c1)OCCO2)C1CCN(S(=O)(=O)c2cccs2)CC1,-11,3.8,-2,97,9,98,-2,-3,3.9
COc1ccc(NCC(=O)Nc2ccc(Cl)cc2C)c(OC)c1,-10,-0.7,-3,96,18,96,-9,44,0.3
CCc1ccc(C(C(=O)NC2CCCC2)N(C(=O)/C=C/C(=O)Nc2cc(C)on2)c2ccccc2C)cc1 (configuration not stated),-5,-0.5,-3,89,-4,100,-1,-25,-1.8
Cn1c(Cn2cnc3ccccc32)nnc1SCc1ccccc1,-1,3.2,-3,99,13,100,-2,-23,0.7
CCS(=O)(=O)c1nc(S(=O)(=O)c2ccc(C)cc2)c(N2CC(C)OC(C)C2)s1 (configuration not stated),-4,1.6,0,102,37,103,3,21,-0.4
CNS(=O)(=O)c1ccc(C(C)(C)C)cc1,-10,1.5,-5,102,8,105,-3,-32,1.4
CC(C(=O)NCc1ccccc1Cl)N1C(=O)c2ccccc2C1=O (configuration not stated),-10,-0.3,4,106,10,102,-9,16,-0.5
CCOC(=O)c1c(NC(=O)c2cccnc2Cl)sc(C(=O)N(C)C)c1C,5,0.7,-5,92,-11,91,6,31,1.7
Cc1ccc(C2C3=C(CCCC3=O)Nc3nc(SCC(=O)NCc4ccco4)[nH]c(=O)c32)cc1 (configuration not stated),-1,0.3,4,100,-2,102,-6,5,0.5
CC(=O)C1=C(C)Nc2ncnn2C1c1ccc(F)cc1 (configuration not stated),-16,-0.1,5,100,26,101,0,-13,1.1
C/C(CCN1CCCCc2nc(C)c(C)cc21)=N\O[C@H](C)c1cn([C@H](CO)Cc2ccccc2)nn1,8,-0.6,-4,96,-1,95,.,15,-0.1
Cc1cccc(-n2nnc(C(=O)N3CCc4ccccc4C3)c2N)c1,-10,2.4,-6,96,44,99,-6,-5,-0.7
Cn1c(CCc2nc3ccccc3[nH]2)nnc1SCC#N,-12,0.8,-11,96,15,106,4,-7,0.4
CCCn1nc(C(=O)Nc2cccc(C(=O)OC)c2)c2ccccc2c1=O,-5,-1.6,2,100,5,104,-3,-7,-0.9
COC(=O)NN=C1CCC(c2ccccc2)CC1 (configuration not stated),-6,.,2,103,23,102,1,5,.
Cc1cccc(N2C(=O)CC(c3ccc(F)cc3)C3=C2COC3=O)c1 (configuration not stated),1,0.5,-14,78,24,85,0,12,3.0
COc1ccc(S(=O)(=O)N2CCN(C3CCN(Cc4ccccc4)CC3)CC2)cc1,5,-0.9,13,113,1,105,-2,4,-0.9
Cc1ccc([N+](=O)[O-])cc1-c1ccc(/C=N/NC(=O)CN2CCOCC2)o1,-11,3.7,-3,94,40,95,-4,6,-1.6
Cc1occc1C(=O)Nc1sc2c(c1C(N)=O)CCC(C(C)(C)C)C2 (configuration not stated),0,0.2,-2,100,16,103,0,8,-0.2
Cc1ccc(C(=O)Nc2ccc3c(c2)OCO3)cc1S(=O)(=O)N1CCOCC1,-25,-0.7,3,104,17,98,-1,7,-1.8

# Three entries picked at random from the list so far:
SMILES,GPR7 antagonist,V1aR counter,MEKK2 mut-MEK5,MEKK2wt PB1 HTS,PHOSPHO1 block,MEKK3 PB1 HTS,GalR3 antag,NALP1 yeast inh,OXTR ag
Cn1c(CCc2nc3ccccc3[nH]2)nnc1SCC#N,-12,0.8,-11,96,15,106,4,-7,0.4
Cc1occc1C(=O)Nc1sc2c(c1C(N)=O)CCC(C(C)(C)C)C2 (configuration not stated),0,0.2,-2,100,16,103,0,8,-0.2
C/C(CCN1CCCCc2nc(C)c(C)cc21)=N\O[C@H](C)c1cn([C@H](CO)Cc2ccccc2)nn1,8,-0.6,-4,96,-1,95,.,15,-0.1

# Next section
SMILES,GPR7 antagonist,V1aR counter,MEKK2 mut-MEK5,MEKK2wt PB1 HTS,PHOSPHO1 block,MEKK3 PB1 HTS,GalR3 antag,NALP1 yeast inh,OXTR ag
O=C(O)c1cc(S(=O)(=O)Nc2cccc3ccccc23)c(Cl)cc1Cl,-9,0.4,3,103,-2,104,-4,20,1.0
COc1ccc(-n2ccc(=O)c(C(=O)O)n2)cc1,1,2.2,7,105,.,106,4,-12,1.0
O=C(c1cc(N2CCCCC2)nc2ccccc12)N1CCOCC1,-9,0.3,3,102,-12,101,-4,25,-1.0
O=C(NC(=S)Nc1ccccc1Cl)c1cncc(Br)c1,-13,0.8,1,105,-39,101,-7,2,-0.1
COc1ccc(/C=N\N=C2/SC(CC(=O)O)C(=O)N2c2ccc(O)cc2)cc1 (configuration not stated),-2,1.3,6,104,14,106,1,-5,-0.4
CC(C)C(=O)n1nc(-c2cccnc2)nc1NCc1ccc(F)cc1,-2,-1.7,-4,102,-1,105,-4,2,-2.0
Cc1ccc(S(=O)(=O)NCc2ccccc2C)cc1,1,0.0,1,103,14,96,-9,13,-1.2
Cc1ccc(S(=O)(=O)N2CCN(C(=O)CSc3nc4ccccc4c(=O)[nH]3)CC2)cc1,-6,1.0,-3,95,.,93,-1,.,-0.8
CCCn1c(=O)c2ccccc2n2c(SCCOc3ccccc3F)nnc12,9,0.3,0,103,10,94,-8,-10,0.5
Nn1c(-c2ccccc2)nc2cc(Cl)ccc2c1=O,-12,0.5,-1,101,19,101,-10,18,-0.9
CCCCN(C)S(=O)(=O)c1ccc(C(=O)Nc2nnc(-c3ccco3)o2)cc1,-6,-0.4,-40,65,-1,58,-3,14,-1.8
CCOC(=O)c1ccc(NC(=O)C2(c3ccc(OC)cc3)CCCC2)cc1,-14,1.2,17,106,-3,103,-1,24,1.7
CC(C)(C)C(=O)COC(=O)c1c2c(nc3ccccc13)CCC2,-10,-0.9,-12,89,28,98,-6,13,-2.2
Cc1nn(C(=O)c2cccnc2)c(C)c1Sc1ccc(Br)cc1,-8,1.5,-7,90,6,95,.,6,-0.4
CC(=O)Nc1cc(C(=O)N2CCCC2)ccc1Sc1ccc(C)cc1,-21,0.1,6,107,-4,105,-6,-3,-0.8
COc1cccc(Cn2cc(C)cc(NC(=O)NCc3ccccc3)c2=O)c1,10,1.5,2,99,10,99,-12,8,-0.2
O=C(NCc1cccnc1)Nc1cc(Cl)cc(Cl)c1,10,7.6,5,105,34,102,1,17,6.5
CC(=O)Nc1sc2c(c1C(c1ccncc1)N1CCOCC1)CCCC2 (configuration not stated),4,-0.3,2,102,20,104,0,-9,0.1
O=C(CCC(=O)Nc1ccc(F)cc1)N/N=C/c1ccc(Br)cc1,13,1.2,6,107,37,105,-12,5,-0.7
O=C(c1cccc([N+](=O)[O-])c1)c1ccc2[nH]c(=O)[nH]c2c1,-6,-1.1,-4,96,22,101,-8,28,-0.1
O=C(Nc1sc2c(c1C(=O)N1CCOCC1)CCCCC2)c1cccnc1,6,0.0,-2,98,16,97,-4,-8,0.6
Cc1ccc2[nH]c(=O)c(CN(CCc3ccccc3)C(=O)N3CCOCC3)cc2c1,-7,0.0,0,108,13,106,-4,29,-0.8

# Rows were taken by chance. Share with any hit: about 5.4%.
